ASM inhibitor = blocks human secretory acid sphingomyelinase | AID 504937 | placental ASM, HMU-PC fluorogenic substrate, 60 min | P17405 | Potency, µM (top dose mostly 57.5 µM), without a hit: at the highest dose activity change, negative = inhibition, actives largely listed as inhibitors | 340,000 tested, 0.006% active; further: potency means the concentration at half of the fitted maximal effect
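Steps: dispense placental human ASM, pin compound, wait 10 min at room temperature, add HMU-PC0 substrate at 9 uM final, incubate 60 min at 37 °C, add stop solution raising pH to 10, read fluorescence.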
MBNL1 CUG block = MBNL1-poly(CUG) RNA binding inhibition | Q9NR56 | TR-FRET MBNL1-His/biotin-(CUG)12 binding, 665/545 ratio | Potency, µM (highest dose often 57.5 µM), for the others: top-dose activity change, negative = inhibition, most hits filed as inhibitors | 280,000 tested, 0.036% active; active means well fitted inhibition curve with a large enough effect in the signal ratio, with a control signal flat, not every such curve was filed as active; inconclusive means small, poorly fitted or top-dose-only effect, or effect the other way, or a change in a side signal; inactive means no such curve, though single readings can be large or run the other way; the % refers to the signal ratio; further: potency means the concentration at half of the fitted maximal effect; on the % scale 0 is the no-effect control and ±100 the full control effect
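Compound titration spanned 92 nM–58 uM against the MBNL1-His/biotin-(CUG)12 complex. After 60 min at room temperature with 5 nM streptavidin-XL665 and 0.055 ng/ul terbium anti-His, ratiometric 665/545 nm emission (Ex 340 nm) normalized to controls.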
TSHR antag = human thyrotropin receptor antagonism; P16473; TSHR-expressing cells, TSH-stimulated cAMP HTRF, 2 h; hits give low values; activity change, negative = inhibition, % at 11.5 µM; 330,000 tested, 0.2% active;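 active means activity change below a set negative limit, meaning inhibition stronger than a set level, cut at about -70% in these data; inconclusive means activity change between two set negative limits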; further: on the % scale 0 is the no-effect control and ±100 the full control effect
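Cell-based HTRF cAMP assay; TSHR cells + compound, TSH EC80 (4nM final), 2 h, 37 deg C. Lysis with anti-cAMP cryptate and cAMP-d2, 30 min RT, read 665/620 nm.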
USP2a block = USP2a (human) protease inhibition; O75604; USP2 core, Ub-CHOP2 coupled fluorogenic reporter, 485/531; Potency, µM (highest dose often 38.3 µM), for inactives: at the highest dose activity change, negative = inhibition, hits mostly inhibitors; 330,000 tested, 0.01% active;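 further: potency means the concentration at half of the fitted maximal effect; plate controls were DMSO wells for no effect and full inhibition by NEM control for full effect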
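Deubiquitinase activity read as fluorescence (485/531 nm) after Ub-CHOP2 cleavage activates the enterokinase reporter on its substrate; USP2 core 10nM, Ub-CHOP2 and substrate 25nM each, 30min compound preincubation then 60min RT; data normalized to NEM, curves fitted.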
Eya2 phos inh = inhibitors of human Eya2 phosphatase activity; O00167; recombinant Eya2, OMFP fluorescence dephosphorylation (OMFP is methylfluorescein phosphate); Potency, µM (doses to about 76.9 µM), for inactives: at the top dose activity, negative = inhibition, actives largely listed as inhibitors; 330,000 tested, 0.006% active; AID 488837; further: potency means the concentration at half of the fitted maximal effect; on the % scale 0 is the no-effect control and ±100 the full control effect
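Eya2 protein (added as 0.2 uM solution) was preincubated with compound for 10 min at ambient temperature in 50 mM HEPES pH 7.5, 50 mM NaCl, 5 uM MgCl2, 0.05% BSA, 1 mM DTT. OMFP (added at 50 uM) then reacted 10 min; fluorescence read at 485/525 nm.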
KCNH2 WT inh = blocks the wildtype human KCNH2 potassium channel; U2OS, BacMam KCNH2, thallium flux FluxOr; hits give low values; activity change, % at 1.84 µM; 340,000 tested, 0.37% active; AID 720551;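 active means maximum activity change below -70%; inconclusive means maximum activity change between -70% and -50%; inactive means maximum activity change above -50%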; further: on the % scale 0 is the no-effect control and ±100 the full control effect
Target sequence (Q12809 whole entry, looked up): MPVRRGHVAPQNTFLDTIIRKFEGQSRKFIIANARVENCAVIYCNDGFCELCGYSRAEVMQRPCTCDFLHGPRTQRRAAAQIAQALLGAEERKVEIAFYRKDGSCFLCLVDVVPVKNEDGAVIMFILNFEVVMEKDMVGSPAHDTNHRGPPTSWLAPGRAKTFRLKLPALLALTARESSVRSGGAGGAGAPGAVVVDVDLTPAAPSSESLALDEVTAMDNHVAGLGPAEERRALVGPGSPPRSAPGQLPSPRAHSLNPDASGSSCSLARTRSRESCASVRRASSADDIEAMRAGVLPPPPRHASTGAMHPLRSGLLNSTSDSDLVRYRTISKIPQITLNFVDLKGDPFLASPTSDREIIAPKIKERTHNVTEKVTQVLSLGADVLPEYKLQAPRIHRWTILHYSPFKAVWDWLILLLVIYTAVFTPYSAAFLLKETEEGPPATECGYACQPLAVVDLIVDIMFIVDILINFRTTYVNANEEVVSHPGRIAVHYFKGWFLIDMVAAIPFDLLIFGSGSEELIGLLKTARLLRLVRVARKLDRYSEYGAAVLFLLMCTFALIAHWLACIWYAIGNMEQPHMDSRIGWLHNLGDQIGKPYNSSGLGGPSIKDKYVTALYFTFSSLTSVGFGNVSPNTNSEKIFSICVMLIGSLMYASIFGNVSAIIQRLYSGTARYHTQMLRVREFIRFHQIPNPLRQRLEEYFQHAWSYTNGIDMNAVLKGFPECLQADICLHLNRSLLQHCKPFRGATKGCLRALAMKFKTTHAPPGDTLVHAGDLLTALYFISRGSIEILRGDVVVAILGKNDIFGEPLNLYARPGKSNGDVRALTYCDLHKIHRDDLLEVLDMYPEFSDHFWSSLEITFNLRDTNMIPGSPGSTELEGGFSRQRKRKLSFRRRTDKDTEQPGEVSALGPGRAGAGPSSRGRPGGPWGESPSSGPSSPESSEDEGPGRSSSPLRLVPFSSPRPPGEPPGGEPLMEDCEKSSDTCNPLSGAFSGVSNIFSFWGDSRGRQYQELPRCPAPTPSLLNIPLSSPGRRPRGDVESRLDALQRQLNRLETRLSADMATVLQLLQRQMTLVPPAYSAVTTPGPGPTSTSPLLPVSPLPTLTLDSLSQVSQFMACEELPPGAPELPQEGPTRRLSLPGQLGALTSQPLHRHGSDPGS
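U2OS cells transduced with wild-type KCNH2 virus are loaded with FluxOr dye for 45 min, and thallium flux is measured in kinetic reads before and after stimulation buffer. Rate constants are normalized to DMSO controls.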
GALK inhibitor = inhibitors of human galactokinase. P51570. 270,000 tested, 0.007% active. Purified GALK, Kinase-Glo residual ATP luminescence. Potency, µM (highest dose often 57.5 µM), without a hit: at the highest dose activity change, negative = inhibition, hits mostly inhibitors; further: potency means the concentration at half of the fitted maximal effect; on the % scale 0 is the no-effect control and ±100 the full control effect
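Luminescence from leftover ATP (Ultra-Glo luciferase/luciferin) served as read-out after a 1 h room-temperature reaction of 5 nM GALK with 35 uM ATP and 100 uM galactose.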
Menin-MLL TR inh = menin-MLL binding inhibition, Texas Red mutant peptide; O00255; Menin + Texas Red MLL mutant peptide, fluorescence polarization; Potency, µM (highest dose often 61.6 µM), inactives show at the top dose FP activity change, negative = inhibition, actives largely listed as inhibitors; 270,000 tested, 0.23% active; AID 1768; active means well fitted inhibition curve with a large enough effect in the polarisation, with a control signal flat, not every such curve was filed as active; inconclusive means small, poorly fitted or top-dose-only effect, or effect the other way, or a change in a side signal; inactive means no such curve, though single readings can be large or run the other way; the % refers to the polarisation; further: potency means the concentration at half of the fitted maximal effect; % of control where 0% means no effect; many of its hits are not listed in these tables
PKM2 act = activators of human pyruvate kinase M2. P14618. purified PKM2, Kinase-Glo ATP luminescence, activation; response scale: 0% is enzyme alone, no compound. Potency, µM (highest dose often 57.5 µM), inactives show top-dose activation, most hits filed as activators. 260,000 tested, 0.34% active. AID 1631; further: potency means the concentration at half of the fitted maximal effect; on the % scale 0 is the no-effect control and ±100 the full control effect; nearly all actives have a fitted effect of over 55% in size
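Kinase-Glo luminescence reports ATP generated from ADP (0.1 mM) and PEP (0.5 mM) by purified hPK-M2 after 1 h at room temperature, pH 7.2 imidazole buffer; intermediate enzyme activity allows detecting inhibitors and activators.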
BCR signal inh = blocks chronic active B-cell receptor signaling; ABC-DLBCL IkBa-CBG/CBR reporter, luminescence ratio, 4 h; Potency, µM (highest dose often 46.1 µM), for the others: at the top dose ratio change, negative = lower green/red ratio, hits mostly inhibitors; 340,000 tested, 0.05% active; active means well fitted inhibition curve with a large enough effect in the signal ratio, with a control signal flat, not every such curve was filed as active; inconclusive means small, poorly fitted or top-dose-only effect, or effect the other way, or a change in a side signal; the % refers to the signal ratio;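 further: potency means the concentration at half of the fitted maximal effect; plate controls were basal doxycycline-induced cells for no effect and cells given 10 µM MG132 for full effect; MG132 reads +100%, hits lower the ratio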
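Doxycycline induced both beetle luciferases in TMD8 lymphoma cells; IKK-driven degradation limits the IkappaBalpha-fused green signal, while red luminescence normalises for cell number and nonspecific effects. Compounds tested up to 46 uM, 4 hrs.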
Mito fusion yeast = blocks mitochondrial division or promotes mitochondrial fusion; 320,000 tested, 0.23% active; Potency, µM (series often up to 46.1 µM), inactives show at the highest dose growth rescue (activation), usual class: activators; S. cerevisiae fusion-defective mutant growth rescue, CellTiterGlo 48 h;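 further: potency means the concentration at half of the fitted maximal effect; % of control where 0% means no effect; nearly all actives have a fitted effect of over 45% in size; temperature-sensitive fusion mutants such as fzo1-1 at 37 °C on non-fermentable ethanol glycerol medium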
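Compounds are tested for their ability to restore growth of mitochondrial fusion-defective yeast strains at non-permissive 37C in YPEG medium over 48 hours. Viability is quantified by luciferase luminescence.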
* marks the source's active call; other numbers are inactive results; ? = inconclusive; . = no result given; & = joins results of further samples; [ ] = dose if it differs, or a comment. Unless noted, the call rests on the fitted dose curve; in most records, active means well fitted curve in the direction sought with a large enough effect; inconclusive means small, poorly fitted or top-dose-only effect, or another doubt; inactive means no such curve, though single readings can be large; an effect the other way counts as inactive or inconclusive. An excerpt (hit frequency here may not be typical).

SMILES	ASM inhibitor	MBNL1 CUG block	TSHR antag	USP2a block	Eya2 phos inh	KCNH2 WT inh	GALK inhibitor	Menin-MLL TR inh	PKM2 act	BCR signal inh	Mito fusion yeast
CC(=O)c1sc(-c2ccccc2)nc1C	6%	?	15	1%	0%	.	2%	-4%	-7%	?	-10%
COc1ccc(CNC(=O)c2sc3nc4c(c(C(F)(F)F)c3c2N)CCC4)cc1OC	-26%	0%	-20	-11%	-4%	-4	1%	22%	1%	4%	-20%
CCc1ccc(S(=O)(=O)N/N=C\c2ccc([N+](=O)[O-])o2)cc1	-4%	?	-9	-1%	18%	5	3%	35%[activator]	2%	2%	-9%
COCCNC(=S)N/N=C/c1c(C)[nH]c2ccccc12	-1%	?	4	0%	-19%	3	-2%	16%	-6%	-12%	-5%
Cn1c(=O)n(CC(=O)O)c(=O)c2c1nc1n2CCCN1CCc1ccccc1	-1%	-7%	28	-2%	-7%	-5	-2%	-23%	2%	1%	4%
O=C(CCCCCn1c(=S)[nH]c2cc3c(cc2c1=O)OCO3)NCCc1ccccc1	-4%	97%[activator]	-11	1%	-5%	-13	7%	.	.	-2%	-1%
COC(=O)c1cc(OC)c(OC)cc1NC(=O)CSc1nnc(-c2cccnc2)n1C	-1%	-2%	1	3%	8%	-8	-3%	10%	-2%	4%	-4%
O=C(c1cc(COc2ccc(F)c(F)c2)on1)N1CCOCC1	6%	-5%	10	2%	4%	-2	-1%	.	.	1%	-4%
O=C(CCCC(=O)NCC1CCCO1)NCC1CCCO1 (stereo not drawn)	3%	5%	15	4%	12%	7	5%	10%	-6%	1%	-4%
CCOc1cc(/C=C(/NC(C)=O)C(=O)O)cc(Cl)c1OCc1ccc(Br)cc1	?	.	4	-6%	-27%	.	-2%	.	15%	2%	2%

Part of the list above with just USP2a block, GALK inhibitor and BCR signal inh.
SMILES | USP2a block | GALK inhibitor | BCR signal inh
Cn1c(=O)n(CC(=O)O)c(=O)c2c1nc1n2CCCN1CCc1ccccc1 | -2% | -2% | 1%
O=C(CCCCCn1c(=S)[nH]c2cc3c(cc2c1=O)OCO3)NCCc1ccccc1 | 1% | 7% | -2%
COC(=O)c1cc(OC)c(OC)cc1NC(=O)CSc1nnc(-c2cccnc2)n1C | 3% | -3% | 4%
O=C(c1cc(COc2ccc(F)c(F)c2)on1)N1CCOCC1 | 2% | -1% | 1%

The listing continues.
SMILES	ASM inhibitor	MBNL1 CUG block	TSHR antag	USP2a block	Eya2 phos inh	KCNH2 WT inh	GALK inhibitor	Menin-MLL TR inh	PKM2 act	BCR signal inh	Mito fusion yeast
Cc1ccc(Cl)c(OCCCCN(C)Cc2ccccc2)c1	-3%	-4%	-3	1%	12%	35	3%	-15%	4%	-9%	2%
C#CCNC(=O)C1=C[C@@H](C2CC2)[C@H](CCCO)[C@@H](OCC)O1	1%	-11%	24	-1%	19%	.	2%	-26%	0%	11%	-5%
Cn1c2cc(C#N)sc2c2cnn(Cc3ccc(F)cc3)c(=O)c21	-6%	.	2&-2	-1%&-3%	3%&-4%	.	.	.	.	1%&-1%	5%
O=C(CC1CCCC1)Nc1ccc(Cl)c(S(=O)(=O)N2CCOCC2)c1	-1%	.	-13	3%	-3%	16	.	.	.	-7%	.
Cc1ccc(NC(=O)CCn2nnc3ccccc32)c(C)c1	-1%	?	-17	0%	-1%	4	7%	5%	1%	-18%	6%
CN1CCN(c2ccccc2NC(=O)c2ccc(-c3cccc(Cl)c3)o2)CC1	-2%	6%	-4	4%	-6%	23	-8%	.	-5%	?	-2%
N#C/C(=C\c1c(N2CCCCCC2)nc2ccccn2c1=O)C(=O)NC1CCS(=O)(=O)C1 (stereo not drawn)	17%	?	0	4%	-13%	9	4%	-15%	0%	-1%	0%
CCOc1ccc(CCNC(=O)c2ccc(CS(=O)Cc3ccc(Cl)cc3)o2)cc1OCC (stereo not drawn)	-2%	-10%	-5	4%	-4%	6	-5%	.	.	-1%	-4%
Cc1ccc(C)c2[nH]c(=O)c(CCNS(=O)(=O)c3ccccc3)cc12	-2%	-5%	1	1%	1%	0	0%	1%	?	11%	-5%
Nc1ncnc(Nc2ccc(S(N)(=O)=O)cc2)n1	-1%	-6%	-4	0%	?	5	-2%	11%	-3%	-13%	4%
O=C(NNC1=Nc2ccccc2SC1)c1ccc(Cl)cc1	2%	-5%	3	1%	-4%	-14	3%	.	0%	?	?
Cc1c(C(=O)N(C)Cc2cccc(F)c2)oc2c(Cl)cccc12	-30%	5%	-4	2%	-5%	7	-1%	-19%	1%	1%	7%
CCN(c1ccc(F)cc1)S(=O)(=O)c1cccc2nsnc12	-1%	43%[activator]	-8	0%	?	7	1%	2%	.	-2%	-6%
CC(=O)c1c(C)[nH]c(C(=O)OCc2nnc(-c3ccc([N+](=O)[O-])cc3)o2)c1C	0%	.	-8	-2%	2%	-3	.	.	.	0%	.
CCC(=O)N1CCCc2cc(S(=O)(=O)N3CCN(c4ncccn4)CC3)ccc21	-1%	0%	7	1%	11%	-2	1%	-2%	-2%	1%	-4%
CCOc1ccc(NC(=O)c2cccc(NC(=O)c3ccccc3)c2)cc1	0%	0%	20	3%	8%	-42	-9%	?	0%	-2%	-5%
COc1cccc(CN2CCCCC2C(=O)O)c1 (stereo not drawn)	-2%	-4%	7	3%	-8%	-2	0%	-11%	.	-1%	-6%
COC(=O)c1cc2sc(Cl)cc2n1Cc1nc(-c2cccc(C)c2)oc1C	.	5%	6	-1%	10%	.	1%	-1%	0%	9%	-4%
COc1ccc(NS(=O)(=O)c2cccc3nsnc23)cc1Cl	-1%	?	-9	4%	-8%	-11	8%	31%[activator]	.	-1%	7%
COc1ccc(C2Nc3ccccc3C(=O)N2Cc2ccccc2)cc1CSc1ccccn1 (stereo not drawn)	219%[activator]	59%[activator]	-9	-5%	5%	0	-1%	-2%	0%	-1%	1%
O=C(CNC(=O)c1ccc(Br)o1)Nc1ccccc1	1%	-5%	3	0%	-3%	-10	2%	33%[activator]	11%	-1%	-1%
O=C(Nc1ccc(N2CCN(C(=O)c3ccco3)CC2)cc1)c1ccco1	-1%	3%	-11	2%	2%	5	0%	-8%	0%	?	0%
CC1CC1C(=O)OCC(=O)NC(=O)c1ccc(C(C)(C)C)cc1 (stereo not drawn)	3%	.	-9	1%	4%	-3	.	.	.	5%	.
Nc1cc(-c2cccc(Br)c2)nn1Cc1ccccc1	-4%	-3%	-4	-13%	-12%	-14	-4%	?	3%	0%	3%
COc1ccc(CNC(=O)CN2C(=O)NC(Cc3ccccc3)(c3ccccc3)C2=O)cc1OC (stereo not drawn)	0%	.	11	1%	12%	3	.	.	.	-5%	-5%
O=C(Nc1nc(-c2cc(F)ccc2F)cs1)C1=COCCO1	-2%	.	-10	0%	16%	-6	.	.	.	?	-23%
